M18AAP inhibitor = blocks P. falciparum M18 aspartyl aminopeptidase. recombinant PfM18AAP, H-Glu-NHMec fluorogenic cleavage. inhibition, % at 7.35 µM. 1.2% of 290,000 active;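 active means inhibition above the campaign mean inhibition over all tested compounds plus 3 SD, cut at about 28% in these data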;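 further: 0% = plate median of test compound wells and 100% = 2 mM ZnCl2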
MEKK2 mut-MEK5 = signal of MEK5 binding to mutant human MEKK2 PB1 domain; bead flow cytometry, Alexa488-MEK5 binding to MEKK2 mutant; percent response, % at 10 µM; AID 1530; 0.35% of 290,000 active; in the data active means percent response above about 24%, passing the limit was not always enough; further: inactives centre near 1; some results filed as inactive read as strong as hits; reference of the scale not given here
pCIP destab = compounds decreasing mouse p/CIP protein stability; Q05BA5; F442A p/CIP-EGFP cells, EGFP fluorescence, 16 h; decrease of EGFP signal, % at 10 µM; 0.01% of 290,000 active; AID 1984;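 active means EGFP signal decrease of at least 30% at 10 µM or well 3 SD below plate mean, unless failing retest; inactive means the rest, including hits failing retest or dose response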; further: some compounds called inactive have numbers as strong as hits; many of its hits are not listed in these tables
IDE cell inh = cellular human IDE inhibition; HEK cells, FAbetaB cleavage, fluorescence polarization; AID 434962; inhibition, % at 5.59 µM; 0.41% of 320,000 active;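 active means percent inhibition above the average of all tested compounds plus 3 SD, set per screening campaign, cut at about 16% in these data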;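 further: IDE supplied by intact live HEK cells; FP after avidin binding of uncleaved biotin substrate so inhibition keeps polarization high; 0% = DMSO wells and 100% = 60 µM reference IDE inhibitor Ii1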
MEKK3 PB1 HTS = modulators (inhibitors or enhancers) of MEK5 binding to human MEKK3 PB1 domain; AID 1529; bead-based flow cytometry, Alexa488-MEK5 binding to MEKK3; actives lie on both sides; 0 = blocked by unlabeled MEK5, 100 = vehicle; 1.4% of 290,000 active; Q99759; binding response (% of control), % at 10 µM;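 active means binding response more than 3 SD above or below the average of its plate-row segment, actives on both sides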;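 further: Alexa488 bead fluorescence after subtracting the streptavidin-only scavenger bead signal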
Target sequence (Q99759 whole entry, looked up, the tested form may be a part): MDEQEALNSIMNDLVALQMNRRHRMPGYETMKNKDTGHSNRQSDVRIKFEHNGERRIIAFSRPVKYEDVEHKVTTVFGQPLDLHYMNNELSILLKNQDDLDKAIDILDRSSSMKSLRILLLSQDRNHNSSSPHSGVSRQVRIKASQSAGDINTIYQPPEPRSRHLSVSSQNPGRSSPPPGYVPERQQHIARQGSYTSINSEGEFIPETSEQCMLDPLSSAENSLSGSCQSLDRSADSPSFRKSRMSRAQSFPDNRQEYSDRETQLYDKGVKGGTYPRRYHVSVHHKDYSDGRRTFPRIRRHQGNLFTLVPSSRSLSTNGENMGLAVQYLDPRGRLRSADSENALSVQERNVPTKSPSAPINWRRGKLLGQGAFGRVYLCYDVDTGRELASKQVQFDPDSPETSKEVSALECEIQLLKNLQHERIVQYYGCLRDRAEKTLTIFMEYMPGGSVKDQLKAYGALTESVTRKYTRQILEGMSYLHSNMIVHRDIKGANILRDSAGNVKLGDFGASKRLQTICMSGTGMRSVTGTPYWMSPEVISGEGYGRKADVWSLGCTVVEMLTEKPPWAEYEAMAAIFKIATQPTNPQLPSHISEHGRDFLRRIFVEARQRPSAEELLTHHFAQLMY
SUMO HTRF inh = blocks human SUMOylation mediated by UBC9 | P63279 | HTRF SUMOylation assay, SAE1/SAE2 + UBC9, in vitro | inhibition, % at 35 µM | 0.36% of 290,000 active | AID 2006; in the data active means inhibition above about 50%, passing the limit was not always enough; further: strong numbers were not always called active
Target sequence (P63279 whole entry, looked up): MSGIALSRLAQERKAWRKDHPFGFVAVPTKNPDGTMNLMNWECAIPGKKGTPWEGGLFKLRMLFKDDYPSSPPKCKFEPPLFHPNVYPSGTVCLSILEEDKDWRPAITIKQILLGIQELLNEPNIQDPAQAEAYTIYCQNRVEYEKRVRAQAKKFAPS
NALP1 inh = blocks the NALP1 inflammasome reconstituted in yeast | S. cerevisiae NALP1/ASC/caspase-1 growth, X-gal OD620, 72 h | inhibition, % at 10 µM | 0.61% of 280,000 active | AID 2071; in the data active means inhibition mostly above about 24%, no sharp cut-off; inactive means mostly below about 32%; further: some compounds called inactive have numbers as strong as hits
MEKK2wt PB1 HTS = raises or lowers MEK5 binding to wildtype human MEKK2 PB1 domain | 1.1% of 290,000 active | AID 1531 | binding response (% of control), % at 10 µM | bead flow cytometry, Alexa488-MEK5 binding to MEKK2 WT; actives lie on both sides; in the data active means binding response below about 67% or above about 130%
IDE cell activ = activators of human insulin-degrading enzyme in cells; P14735; HEK cells, FAbeta-B cleavage, fluorescence polarization; 0% vehicle, 100% cell-free pure enzyme wells; activation, % at 5.96 µM; 0.073% of 340,000 active;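 active means activation above the mean of all tested compounds plus 3 SD, set per screening campaign, cut at about 17% in these data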
Starred values were filed as active, the others as inactive; . = not tested or not shown. A portion of the library; count on the stated rates, not on these rows.

SMILES	M18AAP inhibitor	MEKK2 mut-MEK5	pCIP destab	IDE cell inh	MEKK3 PB1 HTS	SUMO HTRF inh	NALP1 inh	MEKK2wt PB1 HTS	IDE cell activ
Cc1cc(-c2nnc(CCC(=O)N(CC3CC3)CC3CCCO3)o2)no1 (stereo not drawn)	0	1	-11	2	105	1	1	100	5
CCc1nn(CC(=O)NCCc2ccc(Cl)cc2)c(=O)c2cccn12	3	1	2	1	102	-3	1	108	2
Cc1cccc(N(C(=O)Cn2nnc3ccccc32)C(C(=O)NC(C)(C)C)c2ccsc2)c1C (stereo not drawn)	-9	-5	-11	1	98	-2	29	95	4
Cc1ccccc1-c1cc(=O)c2c(O)cccc2o1	.	2	-1	-2	102	-8	-8	104	1
CC[C@H](C)[C@@H](C(=O)N1CCNCC1)n1cc([C@@H](N)CO)nn1	-7	16	0	0	108	8	8	116	1
CC(C)CCNCC1OCc2ccccc2CO1	-3	1	-2	3	100	1	25	108	3
CCc1ccccc1NC(=O)CCNC(=O)Cn1ccc2ccccc2c1=O	1	0	-13	-9	102	14	-4	107	4
O=C(O)CCN(Cc1ccccc1)S(=O)(=O)c1ccccc1Cl	-1	-4	-2	.	105	11	-42	97	7
Cc1cccc(C(CC(=O)N2CCCCC2)c2ccccc2)c1O (stereo not drawn)	1	3	2	-1	100	4	10	108	3
CCCNC(=O)NC(=O)CN1C(=O)NC(C)(c2ccc(C)cc2)C1=O (stereo not drawn)	3	8	-10	-2	101	22	1	106	3
O=C(COc1ccc([N+](=O)[O-])cc1)N1CCc2ccccc2C1	1	8	-2	4	98	16	6	101	-1
Cc1cc(C(=O)COC(=O)c2ccc[nH]c2=O)c(C)n1-c1ccc(F)cc1	2	-1	1	-1	101	-9	50	99	0
Cc1cc(C(=O)Nc2cccnc2)no1	-2	0	-5	-1	89	7	-69	93	8
O=C(COC(=O)c1cc(-c2ccco2)nc2ccccc12)NCc1ccc2c(c1)OCO2	6	.	-3	3	.	43	3	.	-1
Nc1c(C(=O)NCc2ccccc2)c2nc3ccccc3nc2n1CCCN1CCOCC1	9	2	-5	0	106	98*	31	106	-1
CCNC(=S)NNC(=O)c1c(Cl)c(C)nn1C	-5	-2	4	-4	102	2	16	98	0
Cn1cc(C(=O)c2ccccc2C(=O)O)cc1C(=O)C(Cl)(Cl)Cl	-1	1	5	4	99	-9	13	99	3
CCOC(=O)NNC1CC(=O)N(c2ccc(OC)cc2)C1=O (stereo not drawn)	1	5	-10	9	105	5	-2	106	5
COC(=O)C1(C)NC(c2ccc(Cl)cc2)C2C(=O)N(c3ccccc3)C(=O)C21 (stereo not drawn)	-1	3	-5	9	97	13	-5	100	-2
O=C(NCc1ccc2c(c1)OCO2)c1cc([N+](=O)[O-])ccc1N1CCCCC1	4	1	1	-3	102	1	14	97	-1
CN(C)c1ccc(N=Nc2ccc(S(=O)(=O)O)cc2)c2ccccc12	3	-7	-2	-4	106	49	47	91	4
CC(C)(C)NC(=O)Cn1cc(C#N)c2cc(Br)ccc21	1	-3	2	-3	97	-3	1	96	-2
C/C(=N\Nc1ccc([N+](=O)[O-])cc1[N+](=O)[O-])c1ccc(-n2nncc2C(C)(C)C)cc1	2	12	7	4	107	-1	30	103	4
O=C1Cc2ccccc2C(=O)N1OCc1ccc(Cl)cc1Cl	-5	-5	-6	0	101	21	47	91	6
COc1cccc(C2CC(C(F)(F)F)n3ncc(C(=O)NCC4CCCO4)c3N2)c1 (stereo not drawn)	-2	0	2	-5	102	0	7	97	1
COc1ccc(S(=O)(=O)Nc2c3ccccc3nc(=O)n2-c2ccccc2)cc1	11	9	5	5	102	9	13	103	3
Cc1cc(C(F)(F)F)nn1CC(=O)Nc1ccc2c(c1)OCO2	-9	8	-17	-7	106	14	6	112	6
O=S(=O)(c1cccs1)N1CCN(CC(O)COc2cccc(Br)c2)CC1 (stereo not drawn)	1	0	2	-7	100	7	-6	105	4
O=C(Oc1cccc2ccccc12)c1ccncc1	-6	2	0	-4	99	19	7	104	1
CCn1cc(CNC(=O)C2CCC(=O)N(C3CCCCCC3)C2)cn1 (stereo not drawn)	-2	3	-14	7	98	1	11	102	5
Cc1csc(Nc2nc(N)c(C(=O)Nc3ccccc3)o2)n1	-1	-1	2	0	101	-4	25	100	1
O=C(CSC1CS(=O)(=O)c2cc([N+](=O)[O-])ccc21)NNC(=O)c1ccccc1 (stereo not drawn)	14	-18	-9	8	95	6	.	98	-1
Cc1cc(C)nc(SCc2nnc(SCC(=O)N3CCCc4ccccc43)n2C)n1	6	3	-10	0	97	21	13	106	1
Cc1c(C(=O)NC(C)C)oc2c1-c1[nH]ncc1CC2	3	0	5	3	100	13	-6	96	0
COc1cc(/C=C/C(=O)Nc2ccccc2C(F)(F)F)cc(OC)c1OC	-10	.	-15	1	.	10	16	.	.
CCOC(=O)C1CCN(C(=O)C2CCN(c3nc4ccc(OC)cc4s3)CC2)CC1	5	7	2	0	122*	19	9	118	5
Cc1ccc(C)c(NC(=O)C(NCC(C)(C)N2CCOCC2)c2ccccc2)c1 (stereo not drawn)	3	11	0	-6	108	5	2	116	-5
Cc1c(F)cccc1NS(=O)(=O)c1ccccc1C#N	-3	-9	-25	2	88	28	16	87	9
CC(C)c1ccc(CC(C)C2C3=C(CCCC3=O)OC3=C2C(=O)CCC3)cc1 (stereo not drawn)	-4	1	1	-3	101	17	5	93	3
COC(=O)CSc1nnc2n(-c3ccc(OC)cc3)c(=O)c3c4c(sc3n12)CCCCC4	-2	2	-4	-3	99	18	-7	103	3
CC(/C=C/c1ccco1)=N/NC(=O)c1ccc(C)nc1	3	22	-3	-1	120	-10	.	129	5
CC(=O)N1CCN(S(=O)(=O)c2cccc(C(=O)OCN3C(=O)c4ccccc4C3=O)c2)CC1	-1	2	-8	-3	102	13	17	100	7
CCN(CC(=O)NCc1ccc(Cl)cc1)C(=O)c1cc(OC)cc(OC)c1	-6	-3	-27	0	104	-5	24	101	1
COC/C=C/C1=CC2=CC(=O)C(C)(O)C(=O)C2=CO1 (stereo not drawn)	.	-9	.	2	96	.	.	90	.
CC(=O)N1CCN(C(=O)CSc2nc3c(cnn3-c3ccccc3)c(=O)[nH]2)CC1	-1	2	-17	4	98	7	.	99	5
C#Cc1ccc([C@H]2C=C(C(=O)NCc3ccccc3)O[C@@H](OCc3ccc(CO)cc3)C2)cc1	.	-2	.	-3	100	.	.	97	1
CCCCc1nnc(NC(=O)CCS(=O)(=O)Cc2ccccc2)s1	2	5	2	2	103	2	12	103	0
CCOC(=O)Nc1cc(OC)c(OC)cc1Cc1nccc2cc(OC)c(OC)cc12	-14	4	7	-6	102	9	2	102	-4
CCOc1ccc(CCNC(=O)c2cnccn2)cc1OCC	-10	3	3	-6	103	4	9	102	-4
O=C(O)CCN1C(=O)c2ccc(NC(=O)CCc3ccccc3)cc2C1=O	1	19	7	3	112	27	5	117	2
CC(NC(=O)Cn1cccc1C(=O)c1ccccc1)c1ccccc1 (stereo not drawn)	-2	0	-6	-2	102	0	10	101	2
O=C(C1CCC1)N1CCN(c2ccnc3cc(Cl)ccc23)CC1	-4	3	-10	21*	105	37	.	102	-25
CSc1nc2c(c(=O)n1-c1ccc(F)cc1)SCC2	3	-1	-1	-3	91	-1	-3	104	3
CC(=O)Nc1ccc(S(=O)(=O)N2CCSC2)cc1	1	0	-10	7	98	20	16	96	1
NS(=O)(=O)c1cccc(NC(=O)CSc2nc3ccccc3n2-c2ccccc2)c1	2	-3	-8	2	98	-27	-42	94	4
CN1CCCC(OC(=O)c2ccc(C#N)cc2)C1 (stereo not drawn)	-4	9	0	-2	109	1	18	107	1
CCC1CCc2c(sc(NC(C)=O)c2C#N)C1 (stereo not drawn)	3	-2	-3	7	98	5	29	95	3
O=C(NCCO)/C(=C/c1ccc2c(c1)OCO2)NC(=O)c1ccc(Br)cc1	-16	-14	-8	11	97	23	20	90	1
O=c1c(S(=O)(=O)c2ccc(Cl)cc2)cn(Cc2cccc(F)c2)c2ccc(F)cc12	-11	0	-4	2	120	-12	29	100	0
COC(=O)c1cc(S(=O)(=O)Nc2cccc(-c3cnco3)c2)oc1C	1	7	-10	0	103	1	-2	107	-3

3 records picked at random from those above, as already listed:
SMILES	M18AAP inhibitor	MEKK2 mut-MEK5	pCIP destab	IDE cell inh	MEKK3 PB1 HTS	SUMO HTRF inh	NALP1 inh	MEKK2wt PB1 HTS	IDE cell activ
O=C(O)CCN1C(=O)c2ccc(NC(=O)CCc3ccccc3)cc2C1=O	1	19	7	3	112	27	5	117	2
NS(=O)(=O)c1cccc(NC(=O)CSc2nc3ccccc3n2-c2ccccc2)c1	2	-3	-8	2	98	-27	-42	94	4
CCCCc1nnc(NC(=O)CCS(=O)(=O)Cc2ccccc2)s1	2	5	2	2	103	2	12	103	0

New compounds follow:
SMILES	M18AAP inhibitor	MEKK2 mut-MEK5	pCIP destab	IDE cell inh	MEKK3 PB1 HTS	SUMO HTRF inh	NALP1 inh	MEKK2wt PB1 HTS	IDE cell activ
COc1ccc(-c2csc(NC(=O)c3ccccc3OC)c2C(=O)O)cc1OC	0	6	-7	5	105	-2	-9	103	5
CCOC(=O)N1CCN(S(=O)(=O)N2CCCC(C(=O)NCCCN3CCCCC3)C2)CC1 (stereo not drawn)	0	4	-9	-4	102	.	7	109	7
COc1cc(OC)cc(C(=O)Nc2sc3c(c2C(N)=O)CCC3)c1	2	4	8	6	103	-20	19	105	-1
Cc1ccc(C)c(-n2c(SCC(=O)N3CCCC3)nnc2-c2ccccn2)c1	6	0	-4	2	100	4	-6	99	6
Cn1cc(Cl)c(C(=O)Nc2nc3ccccc3s2)n1	3	-1	2	-7	99	12	32	98	1
Cc1ccc(NC2Sc3ccccc3NC2=O)cc1 (stereo not drawn)	4	-2	-11	-6	110	-10	24	99	-14
COc1ccc(Cl)cc1NC(=O)CN1CCC(n2nnc3cc(C)ccc32)CC1	-5	0	-27	4	99	-8	-1	99	0
Cc1ccc(-c2nnn(CC(=O)N(Cc3ccc(F)cc3)C(C(=O)NC3CCCC3)c3ccncc3)n2)o1 (stereo not drawn)	2	1	1	0	98	1	16	102	2
O=S(=O)(c1ccc2nnn(O)c2c1)N1CCCCC1	1	3	4	4	104	-3	28	104	-1
O=C(c1ccco1)N1CCN(C(=O)c2cc3ccccc3oc2=O)CC1	-4	-1	9	2	100	-3	1	99	8
Cc1nc(C)n(CCNS(=O)(=O)c2ccc(C)c(C)c2)n1	2	4	0	-1	103	4	2	103	9
COc1ccc(CSc2nc(O)cc(=O)n2CC(C)C)cc1F	0	2	0	-4	100	15	-34	103	-1
CCOc1cc(/C=N/NC(=O)C(=O)NCc2cccnc2)ccc1O	13	-2	4	-5	101	9	-19	95	7
Cc1cc(NC(=S)Nc2cccnc2)ccc1Br	2	0	10	0	127	2	0	112	6
CS(=O)(=O)Nc1ccc(C(=O)Nc2ccc3ccccc3c2)cc1	-1	8	2	0	104	-1	16	109	-2
Cc1sc(NC(=O)c2ccco2)c(C(c2cccnc2)N2CCN(c3ccc(F)cc3)CC2)c1C (stereo not drawn)	-2	1	2	4	109	-17	33	100	-2
COc1ccc(-n2ncc3c(SCC(=O)N4CCN(c5ccccc5OC)CC4)ncnc32)cc1	-2	0	27	1	97	-11	-8	102	2
COc1cc(SC)ccc1C(=O)OCC(=O)NC1CCCC1	0	-2	6	0	106	3	-17	105	0
CCn1c(C(O)c2ccccc2)nc2ccccc21 (stereo not drawn)	4	-3	-4	-6	96	13	-6	94	-3
